# SR-BI DiI-HDL act = SR-BI HDL lipid transfer activation; CHO ldlA[mSR-BI] cells, DiI-HDL uptake fluorescence, 3 h; 100 = double the neutral-control signal; activation, % at 12.5 µM; 0.096% of 320,000 active; AID 504775;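 active means mean replicate activation of at least 60% and every replicate at or above 60%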;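 further: 0% = median plate neutral-control signal and 100% = twice that signal; values of inactives mirror those of a sister screen read the other way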
#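 material = CHO ldlA[mSR-BI] cells | medium = Ham's F12 with 0.5% BSA, HEPES 25 mM, pH 7.4 | reagent = fluorescent DiI-HDL, 10 µg/mL final | compound dosing = single-point compound dose | incubation = 3 h, 37 °C | measured by = bottom-read fluorescence, 550/595 nm | measure = HDL uptake via cellular fluorescence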
# C-LANA FP = KSHV C-LANA DNA binding inhibition | 0.078% of 340,000 active | inhibition, % at 9 µM | MBP-C-LANA/FAM-LBS DNA binding, fluorescence polarization | AID 504423;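 active means highest replicate inhibition at or above 60% at 9 µM, even if other replicates fall short; inactive means all replicates below 60% inhibition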;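 further: 0% = neutral control wells and 100% = 4 µM acridine orange control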
# cardiac RTF act = increases calcium sensitivity of human cardiac regulated thin filaments; P19429+P45379; IANBD-labeled TnC RTF fluorescence at EC20 calcium; 0% EC20 calcium, 100% full calcium; activation, % at 7.2 µM; 0.24% of 340,000 active;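 active means activation above the mean over all tested compounds plus 3 SD, cut at about 30% in these data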;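 further: rise in fluorescence read as greater calcium sensitivity of cardiac thin filaments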
# Cardiac RTF inh = cardiac RTF calcium desensitization; P19429+P45379; IANBD-labeled cardiac RTF, Ca2+ fluorescence; inhibition, % at 7.15 µM; 0.12% of 340,000 active; AID 493244;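 active means inhibition above the mean inhibition of all tested compounds plus 3 SD, cut at about 17% in these data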;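 further: assay run at fixed EC70 calcium of 1.6 mM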
# DAGLB inh = blocks human DAGLB lipase activity. Q8NCG7. HEK293T DAGLB membrane lysate, EnzChek fluorogenic substrate. inhibition, % at 5.17 µM. 0.059% of 340,000 active. AID 504411; in the data active means inhibition above about 34%;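 further: 0% = enzyme with vehicle and 100% = wells lacking enzyme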
# CAL PDZ FP-1 = CAL PDZ (human) peptide binding inhibition; AID 602252; inhibition, % at 24.9 µM; purified CAL PDZ, TMR-peptide fluorescence polarization, 1 h; 0.92% of 300,000 active; Q9HD26;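 active means mean inhibition of at least 30% with at least half of replicates also reaching 30%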;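 further: 0% = DMSO neutral control and 100% = excess unlabeled competitor peptide PRC23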
# PKA-R2B activ = PKA-R2B complex activation; P22694+P31323; PKA-R2B holoenzyme dissociation, Cy5-IP20 fluorescence polarization; R2B truncated from residue 108, S112A mutant; 0% DMSO only, 100% 113 µM cGMP; activation, % at 11.4 µM; 0.079% of 340,000 active; AID 504700;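 active means activation above a cutoff set at the mean over all compounds plus 3 SD, cut at about 18% in these data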;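 further: higher means more holoenzyme dissociation and a rise in polarization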
# CAL PDZ FP-2 = inhibitors of human CAL PDZ peptide binding. Q9HD26. AID 504414. inhibition, % at 20 µM. 0.02% of 330,000 active. purified CAL PDZ, TMR-peptide fluorescence polarization, 1 h;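 active means highest replicate inhibition of at least 40%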;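 further: plate controls were DMSO neutral control wells for no effect and unlabeled competitor peptide control wells for full effect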
#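 Test system: purified CerCALP PDZ construct; Compound dosing: one concentration, 20 µM compound; Also added: TMR-labelled reporter peptide T*-PRC34 bound in PDZ groove; Read-out: inhibition from polarization loss; Controls: unlabelled peptide and DMSO controls; Signal: FP readout, S and P plane fluorescence; Incubation: 1 h at RT.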
# Rtt109 Vps75 = inhibitors of Candida albicans Rtt109/Vps75 histone acetyltransferase; 0.16% of 330,000 active; Q5AAJ8; AID 540336; purified Rtt109/Vps75, ThioGlo CoA-SH fluorescence, 4 h; inhibition, % at 34.9 µM;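 active means inhibition of at least 50% in every replicate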
# Target sequence (Q5AAJ8 whole entry, looked up): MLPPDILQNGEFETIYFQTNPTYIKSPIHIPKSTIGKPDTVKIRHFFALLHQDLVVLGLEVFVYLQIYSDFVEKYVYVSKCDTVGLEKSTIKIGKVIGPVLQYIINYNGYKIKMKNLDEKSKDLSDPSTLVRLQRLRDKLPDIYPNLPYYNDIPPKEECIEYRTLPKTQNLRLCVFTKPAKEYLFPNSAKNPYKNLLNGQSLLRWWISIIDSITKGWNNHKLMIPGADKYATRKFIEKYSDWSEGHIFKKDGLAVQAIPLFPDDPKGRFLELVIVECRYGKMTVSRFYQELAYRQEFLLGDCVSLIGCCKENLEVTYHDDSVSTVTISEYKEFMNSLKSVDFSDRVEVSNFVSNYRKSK
# Keap1-Nrf2 PPI = Keap1-Nrf2 (human) interaction inhibition | Keap1 Kelch-Nrf2 peptide fluorescence polarization, 1536-well | inhibition, % at 9.4 µM | 0.15% of 340,000 active | AID 504523; in the data active means inhibition above about 12%;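 further: human Keap1 Kelch domain with fluorescein labeled Nrf2 9mer peptide probe; 0% = neutral control wells and 100% = peptide positive control; higher means more block of Keap1 binding to Nrf2 peptide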
# Target sequence (Q14145 whole entry, looked up, the tested form may be a part): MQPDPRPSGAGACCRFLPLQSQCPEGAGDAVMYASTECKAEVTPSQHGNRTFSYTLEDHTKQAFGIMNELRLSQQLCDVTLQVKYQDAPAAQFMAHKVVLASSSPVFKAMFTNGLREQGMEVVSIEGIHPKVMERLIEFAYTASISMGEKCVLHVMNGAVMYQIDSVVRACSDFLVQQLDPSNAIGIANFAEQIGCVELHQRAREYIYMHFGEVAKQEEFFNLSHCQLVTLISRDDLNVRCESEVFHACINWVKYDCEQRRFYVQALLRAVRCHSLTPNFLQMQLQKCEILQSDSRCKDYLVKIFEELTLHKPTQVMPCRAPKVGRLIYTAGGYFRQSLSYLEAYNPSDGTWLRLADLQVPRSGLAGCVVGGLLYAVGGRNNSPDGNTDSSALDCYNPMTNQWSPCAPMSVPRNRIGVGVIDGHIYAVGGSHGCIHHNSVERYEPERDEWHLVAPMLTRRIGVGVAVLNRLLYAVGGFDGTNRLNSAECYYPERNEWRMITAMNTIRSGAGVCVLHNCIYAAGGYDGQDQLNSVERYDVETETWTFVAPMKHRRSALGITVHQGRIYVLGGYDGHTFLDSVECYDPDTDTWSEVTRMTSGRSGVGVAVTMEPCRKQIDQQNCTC
# * = called active by the depositor; nt = not tested or not shown.
# Below each compound – SR-BI DiI-HDL act	Rtt109 Vps75	Cardiac RTF inh	C-LANA FP	PKA-R2B activ	CAL PDZ FP-2	cardiac RTF act	DAGLB inh	CAL PDZ FP-1	Keap1-Nrf2 PPI
CCN(CC)CCNS(=O)(=O)c1ccc2c3c(cccc13)C(=O)N2
  46.8	5.3	2.3	1.9	0.2	nt	-5.1	1.6	-4.2	-5.4
Nc1nc(SCC(=O)Nc2cccc(S(=O)(=O)N3CCCCCC3)c2)n[nH]1
  9.7	3.5	-8.2	-0.5	3.2	-0.4	3.8	-0.6	6.2	-2.8
COc1ccc(CCC(=O)NCC(c2ccco2)N2CCc3ccccc32)cc1 (stereo not given)
  0.8	0.6	-4.0	0.3	-15.2	1.0	1.6	1.8	-0.2	-4.2
Cc1ccc(C)c(S(=O)(=O)N2CCN(C(=O)[C@@H](NC(=O)c3ccc(F)cc3)C(C)C)CC2)c1
  -24.5	-1.5	-7.6	-0.6	5.6	0.8	2.5	-0.2	0.4	-3.1
CCOC(=O)C(NC(=O)c1ccccc1)=C1C=C(C)OC(C)=C1
  -1.5	-10.1	-4.6	-0.9	2.3	nt	-0.6	3.7	-2.5	-4.8
O=c1[nH]c(NCCO)nnc1Cc1ccc(Cl)cc1
  5.8	-1.2	-3.8	0.4	-0.1	-0.3	-4.0	-2.4	-3.1	-2.3
CCCn1c(C(C)C)n[nH]c1=S
  nt	-1.0	-5.4	-0.1	-0.7	-2.3	-3.4	1.0	-1.8	-1.8
COc1ccc(C2C(C(=O)Nc3cccc(OC)c3)c3ccccc3C(=O)N2C)cc1 (stereo not given)
  16.3	-13.8	-3.2	0.1	-0.1	7.8	3.0	-1.2	-6.0	4.4
O=C(COC(=O)c1ccc2ccccc2n1)c1ccc(F)cc1
  3.7	-24.6	7.5	-1.0	0.2	-1.9	0.3	-2.7	2.1	-4.9
Cc1cc(Cn2nnnc2-c2ccncc2)cc(C)c1O
  3.7	1.1	-0.8	-0.3	-2.4	-0.7	-0.3	-4.1	-7.3	0.1
O=C1CCC(C(=O)N2CCN(c3ccc(F)cc3)CC2)CN1CC1CCCCC1 (stereo not given)
  -7.0	-6.7	-1.4	-1.4	0.1	-1.6	-0.3	3.2	-4.4	-4.2
CS(=O)(=O)N1CCN(C(=O)c2ccccc2F)CC1
  16.7	1.9	-4.8	-0.6	7.1	-1.7	-4.1	-2.8	-3.2	0.8
Fc1ccc(N2Cc3ccsc3C=N2)cc1
  7.4	2.1	-15.3	2.1	8.4	0.1	-0.6	0.1	6.0	-0.3
COc1cc2oc(=O)cc(-c3ccc(-c4ccc(OC(F)(F)F)cc4)cc3)c2c(OC)c1OC
  0.3	-5.1	-3.5	-1.0	0.1	-0.4	0.0	-1.1	4.5	-1.0
O=C(Nc1nc2c(s1)CCCC2)c1cc2n(n1)C(C(F)(F)F)CC(C1CC1)N2 (stereo not given)
  -63.1	-3.4	-0.4	4.5	-13.8	1.0	-7.3	1.9	0.8	1.0
COc1ccc(N2CCN(CCCNC(=O)c3ccc(CS(=O)(=O)c4ccc(OC)cc4)o3)CC2)cc1
  -7.8	-6.8	-2.9	2.9	-3.4	-2.3	-8.5	-1.1	-0.6	1.6
CC1=C(C(=O)Nc2ccc(F)cc2)C(c2ccncc2)C2=C(CCCC2=O)N1 (stereo not given)
  -3.9	5.9	1.0	-0.7	-1.0	-0.7	-5.6	-3.6	-2.3	0.4
C(=N\Nc1nncn1/N=C/c1ccco1)/c1ccco1
  nt	-4.6	0.6	-1.4	2.1	0.0	-1.5	-1.9	nt	-2.2
COc1ccc(OC)c(CNc2ncc(-c3ccc(F)cc3)n2C)c1
  -14.5	-9.9	-1.6	6.1	-6.6	nt	-3.8	-1.6	-4.1	-1.7
Cc1cccc(C)c1NC(=O)CN(C)C(=O)C1CC(=O)N(c2cccc3ccccc23)C1 (stereo not given)
  2.9	-6.8	-6.2	-0.8	3.7	-1.1	4.7	4.0	2.5	-1.8
NS(=O)(=O)c1ccc(NC(=O)C2(c3ccccc3)CCCC2)cc1
  -9.0	0.3	0.6	-0.7	-4.2	0.3	0.3	-0.3	-0.9	2.3
Nn1c(-c2cccs2)nc2sc3c(c2c1=O)CCCC3
  -19.8	-2.5	-15.7	-2.0	-0.4	-0.8	-1.7	-5.8	-0.9	1.9
C=CCNc1sc(C(=O)c2ccccc2)c(N)c1-c1nc2ccccc2s1
  -90.9	-4.9	1.4	-0.9	3.7	nt	-8.4	15.8	-1.3	0.7
COc1ccc(NC(=O)C(c2ccccc2)N2CCN(c3ccccn3)CC2)cc1Cl (stereo not given)
  -4.0	3.2	-31.4	-0.5	5.1	-2.3	-6.6	-1.6	0.1	-0.5
CCOC(=O)C1(Cc2ccccc2)CCN(Cc2cc(=O)c3ccccc3[nH]2)CC1
  1.6	0.8	-5.3	-0.8	-5.6	1.0	1.9	3.9	-2.8	1.2
COc1ccccc1NC(=O)Nc1nc(CC(=O)NCc2cccnc2)cs1
  -45.0	-5.3	-10.6	1.3	-9.2	-0.8	3.9	2.0	nt	-4.0
CN(C)C(CNC(=O)c1coc2ccccc2c1=O)c1ccccc1 (stereo not given)
  15.1	-3.9	-7.7	-1.4	6.0	-2.7	-5.7	1.1	-9.9	2.4
COc1cccc(NC(=O)[C@H](CC(C)C)NC(=O)N2CCn3c2nc2ccccc23)c1
  -34.4	21.8	2.0	-2.3	0.7	-1.7	-5.6	-0.2	4.4	-1.2
COc1ccc(/C=C(/C#N)C(=O)Nc2cccc([N+](=O)[O-])c2)cc1C(=O)O
  -14.3	12.0	0.0	-0.4	-8.0	-1.3	5.5	-0.8	0.8	-0.2
CC1=CC2=NC(=O)/C(=C\c3cc(C)n(-c4ccc(F)cc4)c3C)C(=N)N2O1
  -58.6	7.7	-6.4	-2.9	-7.3	1.8	-2.0	-8.5	-3.2	3.0

# Grouped by structure, those above containing a Cl atom (2)
# Below each compound – SR-BI DiI-HDL act	Rtt109 Vps75	Cardiac RTF inh	C-LANA FP	PKA-R2B activ	CAL PDZ FP-2	cardiac RTF act	DAGLB inh	CAL PDZ FP-1	Keap1-Nrf2 PPI
O=c1[nH]c(NCCO)nnc1Cc1ccc(Cl)cc1
  5.8	-1.2	-3.8	0.4	-0.1	-0.3	-4.0	-2.4	-3.1	-2.3
COc1ccc(NC(=O)C(c2ccccc2)N2CCN(c3ccccn3)CC2)cc1Cl (stereo not given)
  -4.0	3.2	-31.4	-0.5	5.1	-2.3	-6.6	-1.6	0.1	-0.5

# (continued)
# Below each compound – SR-BI DiI-HDL act	Rtt109 Vps75	Cardiac RTF inh	C-LANA FP	PKA-R2B activ	CAL PDZ FP-2	cardiac RTF act	DAGLB inh	CAL PDZ FP-1	Keap1-Nrf2 PPI
Cc1c(O)ccc2c3c(c(=O)oc12)CCCC3
  0.9	-18.4	-3.5	-0.8	-4.3	-0.8	-1.4	0.2	-3.7	-3.0
O=C(CC1C(=O)NCCN1C(=S)Nc1ccccc1)Nc1ccc2c(c1)OCCO2 (stereo not given)
  -15.2	5.8	2.3	2.7	3.4	-3.6	0.5	4.8	-0.5	0.0
Cc1ccc(C)c(N2CCN(S(=O)(=O)c3ccc4c(c3)NC(=O)CC(=O)N4)CC2)c1
  13.4	21.2	-1.0	0.3	2.9	-0.4	5.2	-1.1	-4.3	-3.4
COC(=O)C1=C(CSc2nncn2C)NC(=O)NC1c1ccc(F)cc1 (stereo not given)
  14.0	-3.6	-3.5	-0.9	-1.8	-0.6	-9.6	-1.0	0.2	-0.4
COc1ccc(CN(C)C[C@H]2Oc3c(NC(=O)Nc4ccccc4)cccc3C(=O)N([C@H](C)CO)C[C@@H]2C)cc1
  -30.0	0.7	-8.3	1.0	-16.1	-1.6	-6.9	0.1	-0.6	-5.2
c1ccc(CN2CCN(c3nc(-c4ccccc4)nc4ccccc34)CC2)cc1
  -22.1	0.9	3.4	-1.9	1.0	-2.2	-3.0	-14.7	-1.0	-5.1
O=C1CN(C(=O)c2cc(F)cc(F)c2)c2ccccc2N1
  nt	24.6	0.9	1.0	-1.7	-3.5	2.0	-2.4	-6.7	4.4
Cc1cccc(NC(=O)c2ccc(N3CCCCC3)c([N+](=O)[O-])c2)n1
  -76.6	3.8	-3.2	0.3	-4.7	-1.7	-0.4	4.4	nt	0.4
O=S(=O)(Cc1ccccc1)Nc1ccccc1Br
  6.4	-1.4	-1.7	1.0	5.2	11.9	-4.0	0.7	-5.1	-0.3
CCNc1nc(Cl)nc(-c2cn(-c3ccccc3)c3ccccc23)n1
  -72.1	-6.6	-8.0	1.0	-4.9	-1.5	-5.6	1.3	-1.9	-0.4
O=C(c1ccc(CSc2ccc(Cl)cc2)cc1)N1CCCC1
  -4.6	-2.7	-7.8	-0.3	3.2	0.0	-4.0	-5.4	7.7	3.4
Cc1nn(Cc2c(F)c(F)c(F)c(F)c2F)c(C)c1NC(=O)c1ccc(COc2cc(Cl)ccc2Cl)cc1
  -42.7	0.9	2.6	-0.8	-7.3	-1.0	-4.7	-1.5	nt	-7.0
Cc1cc(-n2nc3ccccc3n2)c(O)c([N+](=O)[O-])c1
  6.6	-2.3	10.9	-1.6	-11.4	-0.7	-6.0	2.3	-1.2	6.0
CN1CCN(C(=O)c2cc3c(ccc4ccccc43)oc2=O)CC1
  -4.9	-14.5	-1.0	6.6	-12.7	-0.2	7.0	4.0	-0.1	-4.3
COc1ccccc1C(=O)NCCC(=O)N1CCN(S(=O)(=O)c2cccc(Cl)c2)CC1
  -0.3	-1.5	-4.9	-0.5	-9.8	-0.9	-3.5	1.7	0.6	-3.7
COc1ccccc1-c1ccc(SCc2ccc(C)cc2)nn1
  -7.0	-3.6	-17.6	0.5	-1.5	-2.3	-5.0	-20.0	1.2	1.5
O=C(CCSCc1ccc(Cl)cc1)NCCc1ccccc1
  -2.5	-1.7	3.8	-0.9	-8.2	-1.4	6.5	-5.2	-0.8	0.0
CC(=O)c1ccc(S(=O)(=O)N(C)C(C)CCc2ccco2)cc1 (stereo not given)
  nt	-8.3	-10.7	0.1	-5.8	-0.4	-2.6	-2.6	-1.9	-3.3
CC1OC(Oc2c(-c3cc(O)c(O)c(O)c3)oc3cc(O)cc(O)c3c2=O)C(O)C(O)C1O (stereo not given)
  -1.5	8.3	7.0	6.4	4.2	-0.7	3.3	-0.1	-0.7	-2.3
COc1ccc(S(=O)(=O)Nc2ccc3c(c2)C(=O)N([C@H](C)CO)C[C@@H](C)[C@@H](CN(C)S(=O)(=O)c2ccc(Cl)cc2)O3)cc1
  2.8	13.3	-2.2	5.5	-9.7	-0.8	6.2	3.0	-1.9	-2.4
